Vif inh: blocks HIV Vif function; HEK293T cells, Vif self-association by quenched fluorescence, imaging, 24 h; inhibition, % at 7.49 µM; 340,000 compounds, 0.35% hits; AID 602346; in the data active means inhibition above about 50%, passing the limit was not always enough; inconclusive means no clear call, values can overlap the other calls; inactive means below about 31%; further: some results filed as inactive read as strong as hits
MC4R ag barr: activates human MC4R beta-arrestin recruitment | AID 540308 | 360,000 compounds, 0.98% hits | P32245 | activation, % at 8.9 µM | U2OS MC4R beta-arrestin complementation, luminescence; percent of melanotan II response, DMSO zero;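 active means activation above a per-plate cutoff, the mean activation of sample wells on that plate plus 3 SD, cut at about 8% in these data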
Target sequence (P32245 whole entry, looked up): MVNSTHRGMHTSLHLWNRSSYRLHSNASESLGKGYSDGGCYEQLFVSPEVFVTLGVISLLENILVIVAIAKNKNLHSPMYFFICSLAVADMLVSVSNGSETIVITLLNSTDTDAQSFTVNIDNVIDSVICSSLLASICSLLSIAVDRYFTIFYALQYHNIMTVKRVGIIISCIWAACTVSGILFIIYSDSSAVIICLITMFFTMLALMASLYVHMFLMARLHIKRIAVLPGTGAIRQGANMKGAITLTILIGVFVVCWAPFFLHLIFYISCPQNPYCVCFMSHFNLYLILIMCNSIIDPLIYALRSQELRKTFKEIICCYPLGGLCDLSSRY
H9c2 protect: protects H9c2 cardiomyocytes from peroxide injury | H2O2 injury protection, ATPLite, 2 h | protection from H2O2 cell death, % at 20 µM | 360,000 compounds, 0.63% hits;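 active means compounds giving at least 50% protection of heart cells from peroxide-induced death in the single-dose screen, raw or plate-pattern-corrected value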;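 further: 0% = DMSO wells with peroxide and 100% = DMSO wells without peroxide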
aDG glyco act: alpha-DG glycosylation activation | Pro5-aDG cells, alpha-DG glycosylation AlphaScreen (IIH6); 0% Pro5, 100% B10-LARGE cell signal | activation, % at 10 µM | 360,000 compounds, 0.22% hits | AID 624168;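 active means activation of at least 8% versus controls, or a plate z-score of at least 8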;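 further: Pro5 are CHO cells carrying HIG-tagged alpha-DG that lacks glycosylation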
MC4R antagonist: human MC4R antagonism in cAMP assay; P32245; inhibition, % at 6.5 µM; 360,000 compounds, 0.48% hits; MC4R-expressing cells, MTII-stimulated cAMP, LANCE TR-FRET;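 active means inhibition above its plate's cutoff, the mean of tested wells on that plate plus 3 SD, cut at about 29% in these data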;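 further: 0% = Melanotan II alone and 100% = Melanotan II plus saturating MCL0020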
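Material: human MC4R-expressing U2OS cells. Probe or stimulus: Melanotan II challenge. Dosing: 6.5 µM single dose. Times: 30-min compound, 1-h challenge, 1-h detection, room temperature. Technique: TR-FRET with Eu-cAMP and labeled anti-cAMP, 671 nm. Replication: singlicate.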
HTR2A ag: agonists of mouse serotonin 5-HT2A receptor (HTR2A); CHO-K1 mHTR2A beta-arrestin complementation, luminescence; percent of 30 µM serotonin response; activation, % at 7.6 µM; 360,000 compounds, 0.66% hits; P35363;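 active means activation above a run cutoff, the mean activation of all tested compounds plus 3 SD, cut at about 14% in these data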;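 further: 0% = plate median of compound wells and 100% = 30 µM serotonin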
Target sequence (P35363 whole entry, looked up): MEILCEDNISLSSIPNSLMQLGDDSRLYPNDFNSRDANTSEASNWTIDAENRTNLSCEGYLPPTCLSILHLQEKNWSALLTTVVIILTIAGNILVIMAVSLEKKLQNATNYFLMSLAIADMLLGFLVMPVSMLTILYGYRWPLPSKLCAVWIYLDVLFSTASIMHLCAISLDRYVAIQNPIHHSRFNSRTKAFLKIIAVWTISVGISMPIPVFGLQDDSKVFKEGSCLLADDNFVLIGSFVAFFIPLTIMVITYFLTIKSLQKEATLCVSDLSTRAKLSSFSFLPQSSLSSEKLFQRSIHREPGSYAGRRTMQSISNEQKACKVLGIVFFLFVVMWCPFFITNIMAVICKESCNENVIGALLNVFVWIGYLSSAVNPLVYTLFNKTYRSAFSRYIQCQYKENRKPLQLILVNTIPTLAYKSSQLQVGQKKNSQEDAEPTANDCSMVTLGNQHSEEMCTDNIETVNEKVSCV
ABCB6 inh MLPCN: blocks the human ABCB6 transporter | fluorescence ratio to DMSO, % at 10 µM | AID 602162 | 360,000 compounds, 0.19% hits | K562-ABCB6 porphyrin accumulation, flow cytometry, 1 h; stronger effect = lower value;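 active means fluorescence ratio to DMSO below 75%, the collection mean minus 3 SD; inconclusive means too few cells collected in the well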;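 further: signal is porphyrin accumulated inside mitochondria; 100% equals median channel fluorescence of DMSO control wells; lower ratio means ABCB6 inhibition with less porphyrin fluorescence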
PDI turbidity: inhibitors of human protein disulfide isomerase | P07237 | PDI insulin aggregation turbidity, A650, 90 min | inhibition, % at 10 µM | 350,000 compounds, 0.052% hits | AID 588391;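 active means mean inhibition across replicates of 30% or more, whatever share of single replicates reach that level; inconclusive means mean inhibition below 30% while every single replicate reaches 30%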;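 further: absorbance from insulin aggregation driven by PDI reduction with DTT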
Glyco luc inh: blocks N-linked glycosylation in D54 reporter cells; D54 ERlucT glycosylation luciferase reporter, 24 h; percent of 100 nM tunicamycin response; reporter increase, % at 12.5 µM; 360,000 compounds, 0.23% hits;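 active means mean luciferase reporter signal, scaled so untreated is 0 and the glycosylation-blocking control 100, at or above a set limit in every replicate; inconclusive means mean reaches the limit but not every replicate does; inactive means mean below the limit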;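 further: luciferase carries N-glycosylation sites so blocking glycosylation raises the light; 0% = median of neutral control wells and 100% = median of 100 nM tunicamycin wells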
CaV13 FRET inh: Disruptors of the CACNA1D IQ motif to Ca2+-dependent inactivation inhibitor domain association, primary screening, Förster resonance energy transfer in intact living …; HEK cells, CFP/YFP FRET ICDI-IQ, plate reader, 10 min; percent FRET-ratio fall versus neutral wells; inhibition, % at 12.3 µM; 340,000 compounds, 0.098% hits; AID 743397;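 active means mean replicate inhibition of at least 30% and at least 1% of replicates passing that level; inconclusive means only one of the two criteria is met; inactive means neither criterion is met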;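 further: 0% = median of the neutral control wells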
The depositor's hits bear a star; ? = inconclusive; · = no result given. Rows are unselected; about 3.6% have a hit in one of these screens.

SMILES	Vif inh	MC4R ag barr	H9c2 protect	aDG glyco act	MC4R antagonist	HTR2A ag	ABCB6 inh MLPCN	PDI turbidity	Glyco luc inh	CaV13 FRET inh
COc1cc(OC)nc(N/N=C(\c2ccccc2)c2ccncc2)n1	-9.7	-0.2	-2.9	-0.1	-0.1	0.3	99.0	-2.5	2.5	-2.9
COCCCNC(=O)Nc1ccc2c(c1)N(C)C(=O)CS2	2.3	-0.8	7.8	-0.2	1.4	1.9	99.0	-5.4	5.6	-3.5
CC(=O)Nc1cccc(NC(=O)C(=O)Nc2ccc3c(c2)N(C(=O)C2CC2)CCC3)c1	-7.6	-4.2	8.6	-0.4	15.7	-7.3	104.0	-2.0	-1.5	-2.8
O=C(CCN1CCCCCC1)Nc1ccc(F)cc1	9.1	-2.1	2.3	0.0	4.0	-2.6	98.0	1.6	1.0	-5.1
O=C1NC(Nc2nc3ccccc3s2)(C(F)(F)F)C(=O)N1C1CCCCC1 (configuration not stated)	-1.9	-0.2	-1.2	0.0	-0.4	1.1	95.0	-20.5	4.4	-6.3
CCn1nccc1C(=O)Nc1ccc(S(=O)(=O)NC23CC4CC(CC(C4)C2)C3)cc1	-15.1	0.6	-18.3	1.4	6.8	-6.4	92.0	-2.2	-1.8	-4.4
O=C(CSc1nnc(SCc2cccc3ccccc23)s1)N/N=C/C=C/c1ccccc1[N+](=O)[O-]	-3.5	1.6	-2.0	0.0	-10.2	1.4	95.0	2.7	-2.6	-4.4
Cc1ccc(NC(=O)CNCCCN2CCOCC2)cc1S(=O)(=O)N1CCCCC1	-2.5	-0.3	12.5	0.1	12.2	-3.7	99.0	-4.2	-1.4	-4.3
Cc1ccc2c(c1)NC(=O)C(CC(=O)O)O2 (configuration not stated)	11.4	0.4	5.2	0.1	-4.6	-0.1	107.0	·	0.4	-3.9
Cc1cc(Cl)ccc1NC(=O)CN1C(=O)NC2(CCCc3ccccc32)C1=O (configuration not stated)	-10.3	-2.7	6.5	0.2	-0.6	-8.1	99.0	4.7	1.8	-6.4
COCC(C)NC(=O)CCc1nnc(C2(c3ccc(Cl)cc3)CCC2)o1 (configuration not stated)	-0.9	-0.7	8.6	0.2	16.9	-1.0	100.0	3.4	1.2	-5.2
O=C(N/N=C\c1ccoc1)c1ccco1	6.7	-0.4	-0.1	0.0	-2.0	13.6	94.0	-12.1	2.3	-2.9
CCOc1ccccc1N1CCN(S(=O)(=O)c2ccc(F)c(F)c2)CC1	1.3	0.9	-2.3	-0.4	5.9	0.6	96.0	8.9	-1.2	·
CCn1c(=S)[nH]c2c(c1=O)C(C)(C)Cc1ccccc1-2	-5.7	-3.0	-20.9	-0.1	20.2	2.1	94.0	14.2	-2.6	-4.9
O=C(CSc1ncccn1)Nc1ccc2c(c1)CCC2	-3.8	-0.6	7.7	0.0	-6.4	-0.9	100.0	-5.8	-1.2	-4.2
COc1cccc(COc2ncnc3sccc23)c1	2.8	-1.6	-4.8	0.4	9.7	2.9	100.0	-4.2	1.3	0.5
COc1ccccc1NC(=O)NN1CCCCC1	1.7	1.1	-3.3	0.1	5.0	-1.4	97.0	-14.5	0.5	-2.1
CN(C)C(CNc1ccc([N+](=O)[O-])cc1C#N)c1ccccc1 (configuration not stated)	-4.4	-0.8	-2.0	-0.5	17.0	-3.9	98.0	-3.0	-0.2	-3.2
CCOC(=O)c1c(C)c(C(=O)Nc2ccc3c(c2)OCO3)c(C)n1C	9.4	-1.2	2.9	0.2	7.6	3.1	104.0	-0.7	-0.7	-4.4
NC(=O)C1CCN(C(=O)CNC(=O)c2ccc(Br)o2)CC1	4.9	-3.2	6.8	-0.1	0.5	-0.1	101.0	1.9	3.2	-5.9
O=C1c2ccccc2S(=O)(=O)N1CCS(=O)(=O)c1ccc(F)cc1	-5.9	0.3	1.8	0.1	5.5	-12.2	89.0	-1.6	-2.5	-4.3
COCCCNC(=O)c1cccc(OC)c1OC	-1.8	-0.2	-8.1	0.1	-0.6	-2.8	101.0	4.1	1.6	-3.8
COc1ccc(OCCN2CCN(C(=O)c3ccc(OC)cc3)CC2)cc1	-12.6	0.2	-0.1	0.0	-1.0	-5.8	90.0	-6.2	-0.7	-4.4
O=C1CC(C(=O)Nc2ccccc2)S/C(=N\NC(=O)c2ccccc2Cl)N1 (configuration not stated)	?	-2.4	5.8	-0.1	-3.1	3.4	94.0	-0.8	3.2	0.5
COc1ccc(NC(=O)c2c(NC(=O)CNCC(C)C)sc3c2CCC3)c(OC)c1	10.3	1.2	-10.1	0.8	-1.3	-2.7	107.0	-3.7	-1.3	-6.7
O=C1Cc2cc(NS(=O)(=O)c3ccc(F)cc3)cc3c2N1CCC3	·	-1.7	-1.4	-0.2	-1.6	-2.9	96.0	-7.3	9.2	-5.9
NC(=O)C1(N2CCCCC2)CCN(C2CC(=O)N(Cc3ccc(N4CCCC4=O)cc3)C2=O)CC1 (configuration not stated)	-1.0	-1.2	2.8	-0.2	-3.6	-2.9	98.0	-4.7	0.4	-3.5
COc1cccc(NC(=O)c2cccs2)c1	-15.1	0.2	-6.1	0.0	-3.3	-0.2	97.0	-1.7	1.1	-8.1
O=C(NCC1CCCO1)c1onc(CSc2ccccc2F)c1C(=O)O (configuration not stated)	-4.1	-2.2	3.8	-0.2	-1.6	1.0	98.0	-4.8	-0.9	-9.4
Cc1cc(C(F)(F)F)nn1CC(=O)NNC(=S)Nc1ccc(Cl)cc1	-1.8	-0.7	3.7	-0.1	2.4	2.6	100.0	4.2	2.3	-3.1
COc1ccc(CCNC(=S)NC(=O)c2cccc([N+](=O)[O-])c2)cc1OC	·	-4.3	-0.2	-0.4	-4.0	2.9	91.0	5.7	·	-4.6
O=C1N(c2ccccc2)C(c2ccccc2)C12CCCCC2 (configuration not stated)	-3.3	1.6	-4.6	0.9	16.1	4.8	107.0	-4.0	-2.7	-4.8
C/C(=N\NC(=O)C(O)c1ccccc1)c1ccc(Br)s1 (configuration not stated)	-8.1	-1.0	-6.9	-0.1	2.1	-9.4	96.0	-4.4	1.3	-20.4
CCOC(=O)c1ccccc1NC(=O)CN1C(=O)c2ccccc2S1(=O)=O	-3.3	-1.0	1.7	0.3	4.8	-1.3	95.0	11.4	0.8	·
CC1=NN(C(N)=S)C(=O)C1N=Nc1c(Cl)cc([N+](=O)[O-])cc1Cl (configuration not stated)	-2.5	-2.3	-9.9	-0.1	1.0	-1.6	95.0	11.2	-1.6	-6.1
CCOC(=O)C1(Cc2cccc(OC)c2)CCN(Cc2cccn2-c2ccccn2)CC1	28.9	1.0	-5.3	0.4	1.4	1.3	98.0	0.1	-2.0	-4.9
COc1ccc(-c2ccnc(-c3ccc(OCCCF)cc3)n2)cc1	·	-1.1	-9.9	0.7	10.9	-1.0	98.0	6.9	7.9	-7.5
CCOc1ccc(NC(=O)c2ccccc2OCC(=O)c2ccccc2)cc1	4.7	3.6	-15.6	0.1	22.3	-0.1	92.0	-0.5	-4.9	-6.0
O=C(Cn1nc2ccccc2n1)N/N=C/c1cc([N+](=O)[O-])ccc1O	-4.3	-0.1	43.2	-0.2	2.1	-14.2	99.0	0.1	3.2	-4.7
CCn1c(Cc2ccccc2)nnc1SCc1cccc(C(=O)O)c1	0.3	1.6	7.6	0.1	13.7	0.6	90.0	0.8	0.4	-3.2
Cc1cc(C)cc(OCC(=O)OCC(=O)Nc2cc(S(=O)(=O)N3CCOCC3)ccc2Cl)c1	6.1	-1.6	1.0	0.0	4.5	-3.8	91.0	-13.0	1.5	-2.2
Cc1cc(C(=S)N2CCOCC2)c(C)n1-c1ccc(F)cc1	6.7	-2.2	-2.2	-0.1	-6.3	3.3	100.0	-6.0	-0.1	6.4
CCCn1c(=O)c(C(=O)NCc2ccncc2)c(O)c2ccccc21	-1.1	-1.3	-6.0	0.0	3.1	0.8	95.0	-2.9	1.0	-6.2
CCCCc1nnc(NC(=O)CN2C(=O)C3CCCCC3C2=O)s1 (configuration not stated)	19.5	-3.8	4.2	0.1	3.5	5.6	94.0	9.6	-0.4	-5.8
CN(C)C(CNC(=O)c1cc(S(=O)(=O)N(C)c2ccc(F)cc2)ccc1Cl)c1cccs1 (configuration not stated)	-1.2	-0.8	-3.0	0.1	3.1	5.1	100.0	-4.1	-1.5	-6.4
COC(=O)c1c(NC(=O)CN2CCC3(O)CCCCC3C2c2ccc(OC)cc2OC)sc(C)c1C (configuration not stated)	1.9	-2.0	1.9	-0.7	2.0	0.9	99.0	-10.8	-2.2	-15.1
Cc1nn(-c2nc(-c3ccco3)cc(C(F)(F)F)n2)c(C)c1Br	6.2	-1.7	-0.3	0.1	2.6	0.7	87.0	-2.1	0.6	-4.1
CS(=O)(=O)c1ccc2sc(NC(=O)c3cc4ccccc4o3)nc2c1	-3.1	1.2	-8.8	-0.2	-1.1	6.2	96.0	-1.5	1.4	-2.0
Cc1ccc(S(=O)(=O)Nc2ccccc2)cc1C(=O)N1CCCC1	7.8	-1.6	-3.2	1.0	-3.1	7.3	109.0	3.1	0.7	-4.7
Cc1ccc(CSCC(=O)Nc2ccc(N3CCOCC3)cc2N2CCOCC2)cc1	4.7	0.4	-0.7	-0.2	3.7	0.1	101.0	-8.4	-1.2	-5.9
Cc1ccc(S(=O)(=O)N(C)C)cc1NC(=O)C(C)OC(=O)c1cc[n+]([O-])cc1 (configuration not stated)	0.0	-2.2	6.1	0.0	4.2	2.4	102.0	4.0	-0.6	-1.7
Cc1cc(N2C(=O)CC(Cc3ccc(Cl)cc3)C2=O)no1 (configuration not stated)	6.5	-0.4	3.2	0.0	3.6	3.3	102.0	-4.9	1.2	-4.0
COC(=O)[C@H](C)NC(=O)Nc1cccc(C(F)(F)F)c1	1.6	-1.1	2.9	0.5	11.8	0.6	106.0	7.6	0.6	-4.9
O=C(NCCc1c[nH]c2ccccc12)c1ccc(-n2cnnn2)cc1	3.7	0.0	12.9	-0.2	1.1	-1.6	96.0	-9.9	-0.5	-2.4
COc1ncc(C2=CC(=O)CC(C)(C)C2)cn1	·	-1.0	6.8	-0.3	7.1	2.1	98.0	-0.5	2.7	-9.6
COCCCNC(=O)COC(=O)c1ccc(-c2nc3ccccc3s2)s1	18.0	1.5	-1.2	0.0	2.1	1.4	101.0	-4.3	-0.7	-4.9
Cc1ccc(OCC(=O)OC(C)CN2CCCCC2)cc1 (configuration not stated)	-2.8	-0.4	-1.9	0.0	13.5	-2.1	99.0	-3.8	0.8	-6.1
Cn1ncc([N+](=O)[O-])c1C(=O)n1nnc2ccccc21	3.8	-1.9	1.6	-0.2	-1.7	3.1	101.0	-2.0	2.4	1.1
COC(=O)C(C)Oc1ccc2c3c(c(=O)oc2c1)CCCCC3 (configuration not stated)	-16.9	-0.9	1.9	0.0	3.2	2.4	96.0	5.1	-1.4	-5.3
